FLuc stim CS: firefly luciferase counter-screen for stimulation assays; P08659; ATPlite luciferase biochemical, luminescence, 10 min; 0 = ATP-free wells, 1 = DMSO control; activation factor at 10 µM; 200,000 tested, under 10 active; AID 1027;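 active = luciferase activation factor, scaled between plate controls, of at least 2 with compound at 10 µM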
Target sequence (P08659 whole entry, looked up): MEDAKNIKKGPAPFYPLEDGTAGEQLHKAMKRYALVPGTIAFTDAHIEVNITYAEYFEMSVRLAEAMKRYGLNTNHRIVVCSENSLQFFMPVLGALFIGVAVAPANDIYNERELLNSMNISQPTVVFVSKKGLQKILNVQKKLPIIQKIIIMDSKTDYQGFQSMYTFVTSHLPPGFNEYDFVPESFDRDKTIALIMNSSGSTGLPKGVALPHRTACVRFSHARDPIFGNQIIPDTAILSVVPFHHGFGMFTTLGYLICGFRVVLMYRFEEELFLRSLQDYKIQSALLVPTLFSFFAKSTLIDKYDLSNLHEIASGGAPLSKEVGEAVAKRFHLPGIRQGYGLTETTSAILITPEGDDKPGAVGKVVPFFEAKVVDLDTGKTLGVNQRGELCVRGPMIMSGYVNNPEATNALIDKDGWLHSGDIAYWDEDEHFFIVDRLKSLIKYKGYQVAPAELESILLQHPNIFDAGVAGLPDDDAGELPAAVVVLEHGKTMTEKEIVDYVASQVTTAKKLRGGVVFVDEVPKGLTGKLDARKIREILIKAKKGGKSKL
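Material: luciferase plus luciferin reagent, cell-free. Medium: PBS buffer for ATP. Also added: ATP substrate, dispensed from a 10.24 µM working solution in PBS. Doses: test compounds dosed from 2 mM stocks in 100% DMSO. Incubation: 10 min post-reagent at room temperature. Technique: light output (luminescence). Read-out basis: luminescence gain marking luciferase activators.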
TNAP act hi DEA: activators of human TNAP at high phosphate acceptor concentration; P05186; purified TNAP, CDP-star luminescence, 1 M DEA, 30 min; stronger effect = higher value; 0 = EDTA background, 1 = DMSO-only activity; activation factor at 20 µM; 200,000 tested, under 10 active;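 active = activation factor at least 2 at 20 µM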
Target sequence (P05186 whole entry, looked up): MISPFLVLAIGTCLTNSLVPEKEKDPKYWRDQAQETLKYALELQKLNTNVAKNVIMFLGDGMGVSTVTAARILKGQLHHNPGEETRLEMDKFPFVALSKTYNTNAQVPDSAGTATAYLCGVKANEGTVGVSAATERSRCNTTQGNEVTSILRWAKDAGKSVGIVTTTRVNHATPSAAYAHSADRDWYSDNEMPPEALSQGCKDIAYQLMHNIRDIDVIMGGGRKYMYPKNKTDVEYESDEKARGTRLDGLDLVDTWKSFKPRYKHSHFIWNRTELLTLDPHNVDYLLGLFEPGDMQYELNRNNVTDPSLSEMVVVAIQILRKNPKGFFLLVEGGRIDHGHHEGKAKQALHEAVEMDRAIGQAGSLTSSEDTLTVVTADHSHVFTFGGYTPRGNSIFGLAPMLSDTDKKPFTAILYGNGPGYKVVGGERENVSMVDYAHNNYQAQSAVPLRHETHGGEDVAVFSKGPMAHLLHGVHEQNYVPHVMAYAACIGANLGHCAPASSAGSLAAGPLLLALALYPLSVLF
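Control set: EDTA negative control, DMSO positive control / Assay system: human TNAP / Quantity: TNAP 1/800 final / Evaluation: TNAP activation factor scaled between EDTA and DMSO control wells / Measured by: luminescent substrate turnover signal / Compound dosing: one dose, 20 µM / Times: 30 min enzyme reaction at room temperature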
TNAP inh noacc: TNAP (human) inhibition, acceptor-free conditions | purified TNAP, CDP-star luminescence, 30 min | P05186 | 0.26% of 200,000 active | inhibition, % at 20 µM;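 active = tissue-nonspecific alkaline phosphatase inhibition above about 50% at 20 µM in the single-dose screen, limit read from the data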;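 also: 0% = DMSO negative control and 100% = EDTA positive control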
TNAP inh hiacc: inhibitors of human TNAP at high phosphate acceptor concentration. P05186. purified TNAP, CDP-star luminescence, 1 M DEA. inhibition, % at 20 µM. 0.03% of 200,000 active;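 active = over 50% inhibition of tissue-nonspecific alkaline phosphatase at 20 µM in the single-dose screen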;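 also: plate controls were DMSO wells for no effect and EDTA-quenched wells as full inhibition for full effect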
L major viab: inhibitors of Leishmania major promastigote growth. inhibition, % at 10 µM. AID 1063. 9% of 200,000 active. Leishmania major promastigotes, resazurin fluorescence viability; in the data active = inhibition above about 50%;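 also: promastigotes grown with compound for 44 hours at 28 °C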
bIAP act: intestinal alkaline phosphatase (bovine) activation; activation factor at 20 µM; 0.17% of 200,000 active; purified bovine IAP, CDP-star luminescence, 30 min; stronger effect = higher value; fold of DMSO-control signal, blank-subtracted; AID 1016;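 active = activation factor of 2 or more at 20 µM, a signal rise over negative controls twice the positive control's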
FLuc inhib CS: counter-screen for luciferase assay inhibitors: firefly luciferase inhibition; ATPLite firefly luciferase biochemical luminescence, 10 min; inhibition, % at 10 µM; AID 1006; 1.5% of 200,000 active;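 active = inhibition above about 50% when tested at 10 µM, limit read from the data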
RAM network inh: yeast RAM network inhibition | inhibition, % at 50 µM | 1.8% of 190,000 active | S. cerevisiae dse1pr::URA3 reporter, 5-FOA growth OD615, 2 d; analog-sensitive cbk1-as2 kinase mutant strain;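 active = inhibition above a set limit, 3 SD over mean compound inhibition, cut at about 8.4% in these data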;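 also: 0% = DMSO-only wells with no growth and 100% = 10 µM 1-NA-PP1 full growth; inhibition rescues growth on 5-FOA so higher OD means more RAM inhibition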
APP transl inh: APP translation inhibition; SH-SY5Y APP 5'UTR-luciferase reporter, luminescence; AID 1285; 0.82% of 190,000 active; inhibition, % at 2 µM;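 active = inhibition above a set limit, derived from the sample mean plus 3 SD, cut at about 45% in these data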; also: values of inactives mirror those of a sister screen read the other way
bIAP inhibitor: intestinal alkaline phosphatase (bovine) inhibition. AID 1019. inhibition, % at 20 µM. purified bovine IAP, CDP-star luminescence, 30 min. 190,000 tested, under 10 active;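 active = over 50% inhibition of intestinal alkaline phosphatase at 20 µM in the single-dose screen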
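System: Purified bovine intestinal alkaline phosphatase (IAP) enzyme | Input: IAP diluted 1/65,000,000 in the well | Also added: CDP-star chemiluminescent phosphatase substrate, 30 µM final | Dosing: 20 µM single dose | Times: Enzyme reaction for 30 min at room temperature | Detection: Luminescence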
* hit, by the source's call; x = not tested or not shown.

SMILES	FLuc stim CS	TNAP act hi DEA	TNAP inh noacc	TNAP inh hiacc	L major viab	bIAP act	FLuc inhib CS	RAM network inh	APP transl inh	bIAP inhibitor
Cc1ccsc1/C=N/N1CCOCC1	1.1	1	-15	-4	-3	0.9	-7	0.9	-8	10
CCOc1ccccc1NC(=O)Cn1nnc(C(=O)Nc2ccc(C)cc2)c1N	1	1	-7	1	11	0.9	4	3.7	-1	6
C=CCn1c(=O)c2ccccc2n2c(SCc3nc4ccccc4s3)nnc12	1	1	-3	1	4	1	4	2.8	-50	1
COc1ccc2sc3ccccc3c(=O)c2c1	0.8	1	-2	2	-2	1	24	3.9	-42	3
Cc1ccc(-n2nnnc2-c2cccc(C)c2)cc1	1	1	-2	3	0	1	1	1.5	4	3
N#Cc1ccc(CSc2nnc(Cc3cccs3)n2Cc2ccco2)cc1	1	1	-7	-3	6	0.9	-3	1.3	-4	5
COC(=O)c1cc(C(=O)c2ccc(Cl)cc2)n2c(=O)/c(=C\N(C)C)sc12	1	0.9	-3	5	9	1.1	-3	5.2	4	-6
O=c1cc(CSc2ccc(Cl)cc2)nc2nc[nH]n12	1	1.1	-11	-6	-10	1	3	0.3	20	2
CCN1CC(CN(C)Cc2cn(-c3ccc(C)cc3)nc2-c2ccc(F)cc2)CC1=O (stereo not given)	1	1	-2	2	14	1.1	1	0.4	8	-8
Cc1ccc(S(=O)(=O)NC(=O)c2ccccc2)cc1C(C)C	1.1	1	-7	-4	-10	1.1	-6	-1.0	19	-6
CCN(CC)S(=O)(=O)c1ccc(C)c(NC(=O)Cn2c(=O)cnc3ccccc32)c1	1.1	1.1	-27	-6	0	0.9	-5	1.6	-17	13
COc1ccc(/C=C2\CCc3ccccc3C2=O)c(OC)c1OC	1	1	-10	-5	9	0.9	1	0.2	-59	8
CCN(CC)S(=O)(=O)c1ccc(Cl)c(NC(=O)c2ccccc2C)c1	1.1	1	-6	-2	-1	1	-10	1.9	-14	0
Cc1nnc(-c2ccc(Cl)cc2)[nH]c1=O	1	1	-2	-2	-2	0.9	-4	1.2	9	13
CC1=Nn2c(nnc2-c2ccccc2F)SC1	1	1	-6	-4	-5	0.9	-4	2.6	-3	11
O=C(N/N=C/c1ccc([N+](=O)[O-])cc1)c1cccc2cc[nH]c12	1	1	-4	-1	4	1	1	3.1	13	-3
COc1cc(C2CC(=O)c3c(O)cc(O)cc3O2)ccc1O (stereo not given)	1	1	-2	-1	-9	1	-3	1.8	10	3
COc1ccc(N(C(=O)C(C)C)S(=O)(=O)c2cccs2)cc1	1	1	-8	0	80*	1	-2	-0.2	14	4
Cn1c(=NC(=O)C2CCN(S(=O)(=O)c3cccs3)CC2)sc2ccccc21	1	1	-6	2	3	1	-2	4.7	4	1
O=C(O)c1cccc(CSc2nc(-c3ccc(Cl)cc3)cc(C(F)(F)F)n2)c1	1	1.1	-6	-6	-7	1	-3	4.4	13	-1
COC(=O)c1sccc1NC(=S)N1CCN(c2ccc(F)cc2)CC1	1	1	-1	2	-7	0.9	-3	3.9	8	5
CSc1ccc(C2NC(=O)c3c(sc4c3CCN(C)C4)N2)cc1 (stereo not given)	1	1	-9	2	3	0.8	-4	0.0	-17	16
COc1cccc(Cn2cnc3c([N+](=O)[O-])c(C)c(C)cc32)c1	1	1	-7	1	12	1	-3	-1.1	-15	3
O=C(Nc1cccc(C(=O)N2CCCCCC2)c1)c1ccco1	1	1.1	-15	-5	27	0.9	-4	1.1	-28	13
CCc1ccccc1NC(=O)c1onc(C)c1Cl	1.1	1.1	-10	-7	3	0.9	-10	-0.2	9	8
Cc1[nH]n2c(=O)cc(C(C)C)nc2c1-c1ccccc1	1	1	-14	-4	25	0.9	0	1.5	-10	7
O=C(CCc1ccc(Oc2cc([N+](=O)[O-])cc([N+](=O)[O-])c2)cc1)N1CCCCC1	0.8	1	-3	-1	92*	1	23	1.8	x	0
Cc1ccccc1C(=O)N1CCN(c2ccc([N+](=O)[O-])c(N3CCOCC3)c2)CC1	1	0.9	9	12	0	0.8	-2	-1.1	-9	21
COc1ccc(C(=O)OCC(=O)NCC2CCCCC2)cc1S(=O)(=O)N1CCCc2ccccc21	1	1.1	-12	-8	5	0.9	-4	2.1	8	8
CCN(CC)C(=O)COc1cc(C)cc2oc(=O)cc(-c3ccccc3)c12	1	1	-3	-3	7	0.9	1	1.6	2	6
CCOC(=O)CSc1nnc(CNC(=O)Cc2ccccc2)n1C	1.1	1	-12	-4	-5	1	-6	-0.2	-13	3
CN(C)c1oc(-c2ccc(Cl)cc2)nc1S(=O)(=O)c1ccccc1	1	1.1	-8	-6	-3	1.3	-5	2.4	13	-32
Cc1cccc(N2C(=O)CC(n3ccnc3)C2=O)c1C (stereo not given)	1.1	1	-12	-2	-7	1	-8	1.1	0	2
COc1ccc(N(C(=O)CNS(=O)(=O)c2ccccc2)C(C(=O)NCc2ccco2)C(C)C)cc1 (stereo not given)	1	1	-5	-3	-2	1.1	-1	-0.6	8	-6
O=C(NCC(c1ccco1)N1CCN(c2ccccc2)CC1)OCc1ccccc1 (stereo not given)	1	1.1	-7	-5	4	1.2	-3	-0.8	2	-16
Nc1nc(SCC(=O)Nc2ccc(S(N)(=O)=O)cc2)n[nH]1	1	1	64*	2	-7	0.8	-4	-0.3	-5	20
COC(=O)c1sc(S(=O)(=O)NC(C)C(=O)O)c(C(=O)OC)c1C (stereo not given)	1	1	-4	1	-1	1.1	0	-0.4	8	-6
COc1ccc(OCCC(=O)OCC(=O)NC(=O)NC(C)C)cc1	1	1.1	-18	-8	-4	0.9	-5	-0.3	14	10
CCOC(=O)CN1C(=O)CN(c2ccc(C)cc2)C1=O	1	1	-9	4	-8	1	4	0.9	-31	2
COCCSc1ccccc1C(=O)Nc1cc(C)on1	1	1	-3	5	-2	1	3	1.6	18	5
O=C(NCc1ccco1)c1sc2ccccc2c1Cl	0.8	1	-9	-1	3	0.8	18	2.0	-18	24
O=C(OCc1nc2ccc(Cl)cc2n1CCO)c1ccccc1C(=O)c1ccccc1	1.1	1	-19	3	60*	1	-7	3.1	-6	-3
Cc1ccc(OC(=O)c2ccc(Br)o2)cc1	0.6	1.1	-11	-6	-5	0.9	42	0.4	4	10
O=C1NC(=O)C2C3c4ccccc4C(c4ccccc43)C12 (stereo not given)	1.1	1	13	-4	-4	1	-10	-0.6	-5	-1
Cn1cccc1CNC(=S)Nc1ccccc1F	1	1	-10	4	-4	1.2	0	1.9	-8	-16
CCC(=O)Oc1ccc(C2N(C(=O)CC)CCN2S(=O)(=O)c2ccc(C)cc2)cc1OC (stereo not given)	1	1	-8	-2	-1	1.1	0	0.9	-5	-12
Cc1ccc(NC(=S)c2nc3ccccc3[nH]2)cc1	0.2	1.1	8	-6	70*	1.1	83*	6.6	-193	-9
CC(C(=O)NC1=NCCS1)N1C(=O)c2ccccc2C1=O (stereo not given)	1	1	-3	0	-5	1	-2	1.1	-3	1

Single records (already shown). Order of screens: FLuc stim CS, TNAP act hi DEA, TNAP inh noacc, TNAP inh hiacc, L major viab, bIAP act, FLuc inhib CS, RAM network inh, APP transl inh, bIAP inhibitor
COc1ccc(/C=C2\CCc3ccccc3C2=O)c(OC)c1OC is listed as 1, 1, -10, -5, 9, 0.9, 1, 0.2, -59, 8
CC1=Nn2c(nnc2-c2ccccc2F)SC1 is listed as 1, 1, -6, -4, -5, 0.9, -4, 2.6, -3, 11
CCOc1ccccc1NC(=O)Cn1nnc(C(=O)Nc2ccc(C)cc2)c1N is listed as 1, 1, -7, 1, 11, 0.9, 4, 3.7, -1, 6
COc1cccc(Cn2cnc3c([N+](=O)[O-])c(C)c(C)cc32)c1 is listed as 1, 1, -7, 1, 12, 1, -3, -1.1, -15, 3
O=C(Nc1cccc(C(=O)N2CCCCCC2)c1)c1ccco1 is listed as 1, 1.1, -15, -5, 27, 0.9, -4, 1.1, -28, 13

(list continues)
SMILES	FLuc stim CS	TNAP act hi DEA	TNAP inh noacc	TNAP inh hiacc	L major viab	bIAP act	FLuc inhib CS	RAM network inh	APP transl inh	bIAP inhibitor
O=C(Cn1cc(C(=O)C2CC2)c2ccccc21)NCc1ccc2c(c1)OCO2	1	1.1	-11	-5	1	1	-4	2.9	-11	4
Cc1cc(C(F)(F)F)n(-c2nc(C(=O)N/N=C/c3ccc(F)cc3)cs2)n1	1	1	-4	-3	2	1	-1	-0.8	-7	-2
O=C(c1cccc(F)c1)N1CCN(c2cccc(Cl)c2)CC1	1.1	1	-11	-4	9	1	-9	1.2	-1	4
O=C(CCCc1ccccc1)Nc1cccc(C(=O)O)c1	0.9	1	-6	-3	-5	1.1	14	1.8	-14	-10
Cc1c(C(=O)OCC(=O)c2c(N)n(CC(C)C)c(=O)n(C)c2=O)oc2ccccc12	1	1	-3	-2	-2	1.1	1	5.6	8	-6
O=C(O)CC1S/C(=N/N=C/c2ccc(Br)cc2)N(c2ccccc2)C1=O (stereo not given)	1.1	1	3	0	4	1.1	-6	13*	-2	-14
Cc1ccc2c(c1)N(CC(=O)OC(CC(C)C)C(=O)NC1CCCC1)C(=O)CO2 (stereo not given)	1	1.1	-2	-8	17	1.1	-4	8.7*	9	-8
COc1ccc(OC)c(S(=O)(=O)NCc2cccnc2)c1	1.1	1.1	-11	-6	0	0.8	-10	2.1	-4	18
COc1cc(S(=O)(=O)NC2CCCCC2C)ccc1Cl (stereo not given)	1	1	-8	-2	-2	0.6	-4	0.1	-3	44
C/C(=N\OCC(=O)Nc1ccc(F)c(F)c1F)c1cc2ccccc2o1	0.9	1	4	-2	-6	0.9	7	1.9	-7	7
COc1cc(S(=O)(=O)NC2CCCCC2C)ccc1-n1cnnn1 (stereo not given)	1.1	1	-3	-4	0	0.9	-7	1.7	12	7
CCOC(=O)c1ccc(Oc2nc(NC)nc(Nc3ccccc3)n2)cc1	1	1.1	-6	-5	97*	0.9	-5	5.2	-2	10
O=C(NCc1nnc(SCc2ccc(C(F)(F)F)cc2)n1-c1ccccc1)C12CC3CC(CC(C3)C1)C2	1	1.1	-3	-5	3	1.1	-3	2.8	16	-10
COC(=O)c1sc2ccccc2c1-n1cccc1C(=O)C(=O)Nc1ccc(OC)cc1	1	1	-1	0	4	0.9	-1	5.7	16	5
COc1cc(/C=C2\SC(=O)NC2=O)ccc1Oc1cnccn1	1	1.1	-13	-7	-3	1	-2	0.5	-2	2
C/C(=N\NC(=O)c1ccccc1Br)c1ccc(N2CCOCC2)cc1	1	1	-8	-2	0	1	-2	1.2	-5	4
Oc1ccc(C2=Nn3c(nnc3-c3ccco3)SC2)cc1O	1	0.6	91*	40	-2	1	5	1.5	-3	-2

Rows are unselected; any-hit rate near 13%.
